CIT2-GFP yeast – modulators of CIT2-GFP expression in yeast, primary screen, S. cerevisiae, GFP fusion, multiplex flow cytometry, MLPCN library; actives 0.065% (n = 320,000); GFP response vs DMSO, % at 10 µM; S. cerevisiae CIT2-GFP strain, 3 h; 100 means same as DMSO wells;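 active = GFP response relative to DMSO above a set limit, near the screen mean plus 3 SD, cut at about 150% in these data; inconclusive = Fewer than 70 cells measured for a yeast strain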;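 also: ratio of well median GFP fluorescence to mean of DMSO wells on the plate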
MEP2 TOR yeast – modulators of MEP2-GFP levels in yeast, primary screen, S. cerevisiae, multiplex flow cytometry, MLPCN library. S. cerevisiae MEP2-GFP strain, 3 h; 100% = DMSO control level. GFP response vs DMSO, % at 10 µM. actives 0.51% (n = 330,000). AID 2016, 2009;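 active = GFP response versus DMSO above a set limit, roughly screen mean plus 3 SD, cut at about 180% in these data; inconclusive = fewer than 70 cells counted for a yeast strain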;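 also: median GFP fluorescence of the barcode-gated MEP2-GFP cells per well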
LAP4-GFP MLPCN – modulators of LAP4-GFP expression in yeast, primary screen, S. cerevisiae, multiplex flow cytometry, MLPCN library | GFP response vs DMSO, % at 10 µM | actives 0.34% (n = 320,000) | AID 2023, 2009 | 3 h; median GFP as percent of DMSO wells;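 active = GFP response vs DMSO above a set limit, about the screen mean plus 3 SD, cut at about 150% in these data; inconclusive = under 70 cell events counted for the yeast strain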
CR mimetic SO – reduction of superoxide in aged yeast, primary screen, HTS; S. cerevisiae aged cells, superoxide DHE fluorescence; stronger effect = lower value; superoxide response (% of plate mean), % at 10 µM; actives 0.18% (n = 330,000); AID 2690, 2010;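 active = superoxide response under a set limit, about three screen SD below normal, cut at about 65% in these data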;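 also: yeast aged for seven days with compound at 30 °C before DHE staining; 100% = average MFI of all compound-treated wells on the plate with controls excluded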
AGP1-GFP MLPCN – modulators of AGP1-GFP expression in yeast TOR pathway, primary screen, cell-based, multiplex flow cytometry, S. cerevisiae, MLPCN library. 3 h; GFP as percent of DMSO wells. GFP response vs DMSO, % at 10 µM. AID 2066, 2009. actives 0.02% (n = 320,000);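 active = GFP response relative to DMSO above a set limit, near screen average plus 3 SD, cut at about 150% in these data; inconclusive = fewer than 70 cells counted for the yeast strain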;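 also: median GFP channel fluorescence of the gated AGP1 strain per well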
AHR activator – AHR activators, primary screen, cell-based, luminescence, luciferase reporter, human. AHR-responsive luciferase reporter cells. AID 2796, 2010. Aryl hydrocarbon receptor (Homo sapiens), P35869. activation, % at 5 µM. actives 2.5% (n = 320,000); in the data active = activation above about 47%;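 also: 0% = vehicle wells and 100% = reference agonist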
Target sequence (P35869 whole entry, looked up): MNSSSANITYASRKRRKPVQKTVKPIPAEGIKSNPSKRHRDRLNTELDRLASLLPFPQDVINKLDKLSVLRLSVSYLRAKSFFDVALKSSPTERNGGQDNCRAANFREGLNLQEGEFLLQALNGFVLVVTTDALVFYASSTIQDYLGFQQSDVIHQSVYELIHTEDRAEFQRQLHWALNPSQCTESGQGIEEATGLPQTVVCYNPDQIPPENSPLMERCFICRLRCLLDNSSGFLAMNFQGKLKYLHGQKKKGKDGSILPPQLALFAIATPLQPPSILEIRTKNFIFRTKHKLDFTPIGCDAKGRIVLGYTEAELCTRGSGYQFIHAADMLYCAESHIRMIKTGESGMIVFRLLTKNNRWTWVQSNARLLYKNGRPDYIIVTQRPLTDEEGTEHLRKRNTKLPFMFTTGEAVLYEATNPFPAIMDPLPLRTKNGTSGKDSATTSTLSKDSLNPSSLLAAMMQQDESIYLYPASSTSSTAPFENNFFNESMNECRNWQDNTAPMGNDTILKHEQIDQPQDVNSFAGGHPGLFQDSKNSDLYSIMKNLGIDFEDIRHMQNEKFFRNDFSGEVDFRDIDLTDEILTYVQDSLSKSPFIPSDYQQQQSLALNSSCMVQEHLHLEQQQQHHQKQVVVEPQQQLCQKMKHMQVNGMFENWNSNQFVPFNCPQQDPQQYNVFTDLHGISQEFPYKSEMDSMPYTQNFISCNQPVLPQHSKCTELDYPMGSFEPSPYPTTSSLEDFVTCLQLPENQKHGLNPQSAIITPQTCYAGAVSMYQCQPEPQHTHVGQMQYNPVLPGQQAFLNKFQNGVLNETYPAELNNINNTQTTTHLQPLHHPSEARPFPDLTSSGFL
Efflux pump mplx – inhibitors of Candida efflux pumps in yeast, primary screen, S. cerevisiae, Nile Red, multiplex | inhibition, % at 10 µM | S. cerevisiae Candida pump triplex | actives 0.44% (n = 330,000);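 active = plate passing quality check with inhibition over a set limit, or well fluorescence over plate mean plus 4 SD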;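 also: Nile Red retained in pooled yeast measured as flow cytometry median fluorescence; 0% = buffer negative control and 100% = Enniatin B positive control; higher means more Nile Red kept so more efflux inhibition; some compounds called inactive have numbers as strong as hits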
RPL19A TOR yeast – RPL19A-GFP expression modulators in yeast, primary screen, cell-based, S. cerevisiae, multiplex flow cytometry, MLPCN; percent response vs DMSO, % at 10 µM; actives 0.3% (n = 330,000); S. cerevisiae RPL19A-GFP strain, 3 h; stronger effect = lower value;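 active = percent response vs DMSO below 50%; inconclusive = fewer than 70 events counted for the yeast strain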;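 also: median channel GFP fluorescence of the barcoded RPL19A-GFP strain; ratio of sample median GFP to plate DMSO average so 100% = DMSO; lower means less RPL19A-GFP as with rapamycin TOR inhibition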
Starred values were filed as active, the others as inactive; ? = inconclusive; / = not tested or not shown; [ ] = dose if it differs, or a comment.

Second line of a record: CIT2-GFP yeast, CR mimetic SO, LAP4-GFP MLPCN, RPL19A TOR yeast, Efflux pump mplx, AHR activator, AGP1-GFP MLPCN, MEP2 TOR yeast
1	Cc1ccc(C)c(-n2c(-c3csc(C)c3)n[nH]c2=S)c1
  99, 95, 96, 97, -0.2, -2, 105, 95
2	O=C(/C=C/c1cccc([N+](=O)[O-])c1)NCCSc1ccccc1
  98, 107, 113, 96, 0.1, 2, 94, 103
3	COc1ccc(S(=O)(=O)n2nc(-c3ccc(Cl)cc3)cc2N)cc1OC
  100, 104, 100, 100, -0.1, 22, 104, 100
4	COc1ccc(CN2C(=O)N(c3ccccc3)C(=O)C2CC(=O)Nc2ccccc2)cc1OC (stereo not drawn)
  115, 88, 111, 118, 0.1, 2, 114, 114
5	COc1ccc(OC)c(NC(=O)c2cc(S(=O)(=O)NCc3ccco3)ccc2F)c1
  102, 91, 114, 109, 0.1, 0, 111, 109
6	CCOCCn1c(N2CCN(c3ccc(OC)cc3)CC2)nc2c1c(=O)[nH]c(=O)n2C
  100, 85, 102, 100, 0.2, 15, 105, 102
7	CC(Cc1n[nH]c(=S)n1N)c1ccccc1 (stereo not drawn)
  109, 96, 103, 108, 0.0, 3, 108, 112
8	Cc1cc(N2CCN(C)CC2)n2nc(-c3ccc(Cl)cc3)nc2n1
  101, 97, 101, 100, 0.1, 3, 93, 98
9	Cn1c(Cn2c(=O)sc3ccccc32)nnc1SCc1cccc(F)c1
  103, 96, 102, 102, 0.0, 0, 109, 113
10	CC(=O)Nc1ccccc1OCC(=O)NCCc1ccc(Cl)cc1Cl
  110, 118, 103, 110, 0.2, 20, 102, 113
11	Cc1cc(Cl)ccc1NC(=S)N1CCOCC1
  92, 98, 84, 100, -0.1, 1, 91, 87
12	O=C(c1ccc(NC(=S)Nc2ccc(Cl)c(Cl)c2)cc1)N1CCCC1
  90, 126, 86, 97, -0.1, 1, 89, 96
13	CCn1cc(C(=O)OC)c(=O)c2cc(S(=O)(=O)N(C)C3CCCCC3)ccc21
  95, 105, 111, 96, 0.0, 1, 94, 94
14	CCN(CC)CCN1C(=O)c2ccccc2NC1c1ccc(N(C)C)cc1 (stereo not drawn)
  111, 78, 96, 100, 0.0, 4, 111, 108
15	O=C(CSc1nc2ccccc2o1)c1cc2ccccc2oc1=O
  97, 100, 86, 102, -0.1, 38, /, 88
16	CN(C)/C=N/c1c(C#N)cnn1-c1ncnc2sc(-c3ccccc3)cc12
  ?, 113, 104[may fluoresce violet], 58, 0.0, 58*, 41, 142[may fluoresce violet]
17	O=C(/C=C/c1ccc(F)cc1)NC(=S)N1CCOCC1
  98, 103, 97, 105, 0.0, 3, 104, 104
18	COc1ccc(CNC(=O)c2ccc(N3CCC4(CC3)CC(c3ccc(Cl)cc3)=NO4)c(NC(=O)Cc3ccc(F)cc3)c2)cc1
  89, 97, 95, 112, -0.2, 6, 103, 101
19	COc1ccc(N2C(=NC(=O)C3CCCCC3)SC3CS(=O)(=O)CC32)c(OC)c1 (stereo not drawn)
  112, 76, 101, 105, 0.0, 1, 108, 103
20	O=C(N/N=C/c1cn(CCOc2ccccc2)c2ccccc12)c1ccncc1
  101, 98, 106, 105, -0.3, 16, 112, 112
21	NS(=O)(=O)c1ccc(CNc2ncnc3sccc23)cc1
  101, 102, 87, 100, 0.1, 5, 97, 102
22	CC(C)(CSc1nncn1N)NS(=O)(=O)c1ccc(Cl)cc1
  100, 94, 102, 97, -0.1, -1, 99, 102
23	O=C(O)CSc1nnc(CNc2ccccc2Cl)n1-c1ccccc1
  101, 118, 92, 97, 0.0, 0, 104, 91
24	COCCNC(=O)C1CCCN(S(=O)(=O)c2cccc3nsnc23)C1 (stereo not drawn)
  107, 87, 96, 97, 0.2, 0, 97, 102
25	CC(=O)[C@@H]1[C@@H](C(=O)c2ccc(C)cc2)[C@]2(C(=O)Nc3ccccc32)[C@H]2C=Cc3cc(F)ccc3N12
  101, 104, 102, 103, 0.4, 34, 107, 107
26	Cc1ccc2cc(C)c(SCC(=O)NCc3ccco3)nc2c1
  92, 99, 111, 95, 0.0, 7, 101, 98
27	CCCNC(=O)COC(=O)/C(C#N)=C/c1cc(C)n(CCC)c1C
  90, 102, 97, 99, 0.0, 2, 98, 102
28	CCOc1ccc(N(C(=O)Cn2nnc3ccccc32)C(C(=O)NC(C)(C)CC)c2cccn2C)cc1 (stereo not drawn)
  86, 88, 86, 87, 0.1, 3, 85, 91
29	CCOC(=O)c1ccc(N/C(=N\S(=O)(=O)c2ccccc2C)c2ccccc2)cc1
  93, 96, 115, 98, 0.2, 0, 102, 113
30	CC(C)Cn1c(-c2ccccc2F)n[nH]c1=S
  91, 122, 95, 99, 0.3, 4, 99, 101
31	CCCC(C(=O)Nc1nccs1)c1ccccc1 (stereo not drawn)
  100, 116, 85, 102, -0.3, 0, 92, 101
32	CCn1cc(/C=N\NC(=O)C2(C)CC2(Cl)Cl)c(C)n1 (stereo not drawn)
  102, 125, 90, 98, 0.1, 0, 93, 87
33	CN1CCN(c2ccccc2NC(=O)Cc2ccc(Cl)cc2)CC1
  /, 117, 98, 102, 0.0, -1, 104, 102
34	COc1ccc(S(=O)(=O)N2CCN(C)CC2)cc1NC(=O)c1ccccc1C
  106, 104, 103, 104, -0.1, -1, 107, 106
35	O=C(CSc1cc(Cl)ccc1Cl)NCC(=O)Nc1ccc(F)c(F)c1F
  95, 113, 105, 105, 0.2, 32, 101, 105
36	Cc1ccc(C(C)C)c(OCC(=O)OCC(=O)NC2CCS(=O)(=O)C2)c1 (stereo not drawn)
  110, 81, 105, 97, 0.0, -1, 107, 98
37	CCOc1cc(C(=O)Nc2nnc(S(=O)(=O)N3CCOCC3)s2)cc(OCC)c1OCC
  ?, 120, 65[may fluoresce violet], 14*[may fluoresce violet], 0.1, 1, ?, 210*[may fluoresce violet]
38	COc1cc(NC(=O)c2cccnc2SC)cc(OC)c1
  100, 115, 112, 101, 0.0, 13, 103, 104
39	CCOC(=O)CCc1c(C)c2ccc(OC(C)C(=O)OCC)c(C)c2oc1=O (stereo not drawn)
  87, 108, 83, 94, 0.0, 0, 90, 88
40	CC(C)Oc1ccc(C(=O)OCC(=O)c2ccc[nH]2)cc1
  106, 85, 113, 110, -0.2, 0, 107, 109
41	O=C(COC(=O)Cc1ccc(Cl)cc1Cl)NC1CC1
  104, 103, 91, 95, 0.1, 0, 95, 99
42	S=c1[nH]nc(COc2cccc3ccccc23)n1Cc1ccccc1
  122, 107, 111, 105, 0.0, 10, 129, 99
43	CCN(CC)C(=O)OCc1c(-c2cccc(OC)c2)ncc2ccccc12
  100, 109, 95, 98, 0.1, 2, 100, 90
44	COc1cc(C#N)c(NC(=O)CN2CCN(CCO)CC2)cc1OC
  92, 100, 97, 97, -0.2, 0, 96, 100
45	CCN1C(=O)[C@H]2[C@@H](c3ccc(-c4ccc(OC)cc4)c(OC)c3)N[C@@](Cc3ccccc3)(C(=O)OC)[C@H]2C1=O
  92, 112, 100, 97, -0.1, -1, 99, 96
46	O=C(c1ccc(-c2nc3ccccc3s2)s1)N1CCOCC1
  93, 105, 109, 97, 0.0, -10, 101, 97
47	O=C(c1ccc(F)cc1F)N1CCCC(c2nc(-c3ccc(F)cc3)no2)C1 (stereo not drawn)
  94, 106, 102, 105, -0.1, 4, 100, 111
48	Cc1cc(C(F)F)n2nc(C(=O)O)nc2n1
  102, 88, 107, 105, -0.1, 0, 112, 98
49	Cc1ccccc1N=C1c2ccccc2C(=O)C1[N+](=O)[O-] (stereo not drawn)
  103, 108, 92, 97, 0.0, 7, 100, 87
50	COc1ccc(-c2nc(SCc3ccccc3)n(C(=O)c3ccco3)n2)cc1
  111, 102, 91, 101, 0.5, 4, 108, 107
51	Cc1cc(C)nc(N2CCC(C(=O)NC3CCCCCC3)CC2)n1
  103, 75, 102, 98, 0.2, 0, 96, 98
52	CCc1cc(C(=O)c2ccccc2)c(N)s1
  90, 95, 81, 93, 0.0, 0, 79, 83
53	O=C(CSc1nnc(-c2cccnc2)n1-c1ccccc1)N1CCN(c2ccc(F)cc2)CC1
  102, 98, 101, 101, -0.1, 1, 102, 103
54	O=C(OCC(=O)N1CCCC1=O)C1CCN(S(=O)(=O)c2c(Cl)cccc2Cl)CC1
  98, 88, 99, 102, 0.9, 1, 100, 107
55	CC(C)CCNC(=O)c1cc([N+](=O)[O-])ccc1N1CCOCC1
  97, 90, 89, 97, -0.1, -2, 97, 97
56	CCCS(=O)(=O)N1CCC(C(=O)NCCCN2CCC(Cc3ccccc3)CC2)CC1
  99, 96, 96, 100, -0.1, -8, 98, 101
57	CCOCCCNC(=O)C(NC(=O)c1ccc2c(c1)OCO2)c1ccccc1 (stereo not drawn)
  103, 102, 115, 104, 0.0, -1, 109, 113
58	O=C(CSc1cccc[n+]1[O-])Nc1cc(Cl)ccc1[N+](=O)[O-]
  97, 127, 97, 101, 0.0, 3, 97, 95
59	COc1ccc(C2C(C(=O)N3CCN(c4ccccc4)CC3)c3ccccc3C(=O)N2C)cc1OC (stereo not drawn)
  101, 98, 101, 100, 0.1, 0, 100, 101
60	CC(C)(C)SCCNS(=O)(=O)c1ccc(F)cc1
  91, 93, 94, 100, 0.0, 1, 95, 100

Further records
Second line of a record: CIT2-GFP yeast, CR mimetic SO, LAP4-GFP MLPCN, RPL19A TOR yeast, Efflux pump mplx, AHR activator, AGP1-GFP MLPCN, MEP2 TOR yeast
61	Cc1sc2nc(SCC(=O)NCc3ccco3)n(C)c(=O)c2c1C
  95, 106, 95, 93, -0.1, -2, 92, 94
62	O=C(Cn1nnc(-c2ccccc2NC(=O)c2ccccc2F)n1)NCc1ccco1
  98, 115, /, 100, -0.2, 0, 97, 94
63	CSc1nsc(SCC(=O)N2CCN(c3ccccc3)CC2)n1
  87, 113, 109, 104, 0.3, 23, /, 101
64	Cc1ccsc1/C=C1/SC(=O)N(CC(=O)N2CCOCC2)C1=O
  100, 89, 97, 96, -0.1, 3, 98, 100
65	Cc1ccc2nc(N3C(=O)C(O)=C(C(=O)c4ccco4)C3c3cccc(O)c3)sc2c1 (stereo not drawn)
  105, 99, 97, 100, 0.0, 4, 111, 105
